# EBI2 block: EBI2 receptor antagonists, beta-arrestin recruitment, primary screen, cell-based, luminescence, 7a,25-OHC stimulation, uHTS; G-protein coupled receptor 183 (Homo sapiens), P32249; inhibition, % at 5 µM; 7a,25-OHC stimulated; AID 651636, 2012; hit rate 0.81% among 360,000; in the data active = inhibition above about 38%;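 also: enzyme fragment complementation signal reports receptor beta-arrestin coupling in cells; 0% = agonist plus DMSO wells and 100% = wells without agonist; some results beyond the cut were filed as inactive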
# ATG4B inhibitor: ATG4B protease inhibitors, primary screen, biochemical, fluorescence, uHTS; Cysteine protease ATG4B (Homo sapiens), Q9Y4P1; ATG4B cleavage of LC3-PLA2, NBD-HPC fluorescence, 1 h; inhibition, % at 8.33 µM; hit rate 0.51% among 340,000; AID 504462, 2011; in the data active = inhibition above about 40%
# Target sequence (Q9Y4P1 whole entry, looked up): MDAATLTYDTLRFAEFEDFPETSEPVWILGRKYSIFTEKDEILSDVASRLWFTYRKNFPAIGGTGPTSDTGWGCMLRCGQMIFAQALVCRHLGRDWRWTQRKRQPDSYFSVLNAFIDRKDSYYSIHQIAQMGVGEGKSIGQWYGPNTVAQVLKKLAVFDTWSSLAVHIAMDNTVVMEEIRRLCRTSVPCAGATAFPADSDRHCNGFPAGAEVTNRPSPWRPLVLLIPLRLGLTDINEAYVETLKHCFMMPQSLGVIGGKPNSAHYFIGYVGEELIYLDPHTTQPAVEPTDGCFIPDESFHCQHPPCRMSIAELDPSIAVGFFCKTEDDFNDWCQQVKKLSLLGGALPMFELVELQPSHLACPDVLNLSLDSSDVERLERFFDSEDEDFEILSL
# UBC13 inh: UBC13 polyubiquitin chain formation inhibitors, primary screen, biochemical, TR-FRET, uHTS. inhibition, % at 20 µM. hit rate 0.47% among 330,000. Ubiquitin-conjugating enzyme E2 N (Homo sapiens), P61088; in the data active = inhibition above about 45%, passing the limit was not always enough
# CCR6 antagonist: CCR6 receptor antagonists, primary screen, cell-based, CHO-K1, luminescence, beta-arrestin, uHTS; inhibition, % at 20 µM; AID 493098, 2011; C-C chemokine receptor type 6 (Homo sapiens), P51684; hit rate 0.49% among 340,000; CHO-K1 CCR6 PathHunter beta-arrestin, CCL20-stimulated;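 active = compounds whose inhibition of the agonist-driven luminescence signal at 20 µM reaches about 50%, limit read from the data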;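 also: cells stimulated with CCL20 at 14 nM final; plate controls were DMSO with CCL20 for no effect and DMSO without agonist for full effect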
# APJ antag: antagonists of human apelin receptor APJ, primary screen, CHO-K1 cells, beta-arrestin complementation, luminescence; inhibition, % at 20 µM; hit rate 0.32% among 330,000;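 active = inhibition above about 40% at 20 µM, limit read from the data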;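 also: cells challenged with 10 nM apelin-13 agonist together with compound; plate controls were apelin-13 plus DMSO wells for no effect and DMSO wells lacking apelin-13 for full effect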
# APJ ag: agonists of human apelin receptor APJ, primary screen, CHO-K1 cells, PathHunter beta-arrestin, luminescence | P35414 | 0% DMSO wells, 100% apelin | activation, % at 20 µM | hit rate 0.11% among 330,000 | AID 2520, 2010;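 active = activation more than six SD over the plate average, tested at 20 µM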;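 also: 0% = DMSO alone and 100% = apelin-13 at 10 nM; some results filed as inactive read as strong as hits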
#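 Assay system: CHO-K1 APJ beta-arrestin complementation cell line / Compound: single test compound dose, 20 µM final, 1% DMSO / Times: overnight seeding, 90 min compound at 25 °C, 1 h detection / Technique: beta-gal luminescence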
# CXCR6 block: CXCR6 receptor inhibitors, primary screen, cell-based, beta-arrestin, luminescence, CHO-K1 PathHunter, 1536-well; C-X-C chemokine receptor type 6 (Homo sapiens), O00574; inhibition, % at 20 µM; hit rate 0.36% among 360,000; AID 602244, 2012; in the data active = inhibition above about 34%, passing the limit was not always enough;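 also: antagonist mode with CXCL16 agonist at 10 nM final; 0% = 10 nM CXCL16 with DMSO and 100% = unstimulated wells without agonist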
# Target sequence (O00574 whole entry, looked up): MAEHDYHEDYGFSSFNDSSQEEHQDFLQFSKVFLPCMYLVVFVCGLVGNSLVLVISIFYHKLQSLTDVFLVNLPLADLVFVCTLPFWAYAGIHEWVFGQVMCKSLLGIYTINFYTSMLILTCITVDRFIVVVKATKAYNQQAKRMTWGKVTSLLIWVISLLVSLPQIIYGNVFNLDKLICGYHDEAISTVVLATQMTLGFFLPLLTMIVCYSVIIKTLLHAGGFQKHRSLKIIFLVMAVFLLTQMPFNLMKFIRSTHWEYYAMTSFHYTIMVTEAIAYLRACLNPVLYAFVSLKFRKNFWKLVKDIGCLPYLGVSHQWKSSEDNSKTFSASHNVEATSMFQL
# Gli-Sufu block: Gli-Sufu pathway antagonists, primary screen, luciferase luminescence, Sufu-KO-LIGHT cells, uHTS. Sufu-KO-LIGHT fibroblasts, Gli luciferase reporter luminescence. inhibition, % at 5 µM. hit rate 0.74% among 340,000. AID 588413, 2011;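 active = inhibition above about 55%, limit read from the data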;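 also: 0% = DMSO-treated cells and 100% = wells with medium but no cells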
# * hit, by the source's call; · = not tested or not shown.
cpd	Structure	EBI2 block	ATG4B inhibitor	UBC13 inh	CCR6 antagonist	APJ antag	APJ ag	CXCR6 block	Gli-Sufu block
1	COc1cccc(N2CCN(S(=O)(=O)c3ccc4c(c3)NC(=O)C(C)C(=O)N4)CC2)c1 (stereo not drawn)	-3	-15	-6	4	-4	0	-7	17
2	COC(=O)c1cc(S(=O)(=O)NCC2CCN(CCc3cccs3)CC2)c[nH]1	-8	-5	7	9	7	0	2	20
3	Cc1nn(-c2ccccc2)c(C)c1/C=C/C(=O)OCC(=O)Nc1ncc(Cl)cc1Cl	-8	-8	-13	7	7	-2	-19	-4
4	Cc1ccccc1Sc1c(C#N)c(-c2ccccc2)nn1C	15	-4	3	16	4	-3	-11	-12
5	O=C(CCN1C(=O)c2ccccc2S1(=O)=O)Nc1ccc2c(c1)OCCO2	-4	-7	-6	16	12	-3	-4	-2
6	O=C(Nc1ccc(N2CCOCC2)c(S(=O)(=O)Nc2cc(Cl)ccc2Cl)c1)c1cccnc1	-2	-5	-10	3	-27	-6	2	-2
7	CCc1noc(C)c1C(=O)N(C)CC(=O)Nc1ccc(F)c(F)c1F	0	0	1	-2	12	-5	-5	-3
8	CCC(=O)c1c[nH]c(C(=O)N2CCN(c3ccccc3)CC2)c1	25	-4	0	1	-10	1	-6	2
9	Cc1ccc(NC(=O)/C(=C\C=C\c2ccccc2)NC(=O)c2ccccc2)cc1	-1	-5	-18	-10	6	1	10	3
10	CCCCNS(=O)(=O)c1ccc2nc(SCC(=O)Nc3cc(C)cc(C)c3)[nH]c2c1	13	-7	-2	9	-2	-2	-10	-1
11	CC(=O)Nc1ccc(N=Cc2c(O)ccc3ccccc23)cc1	-9	-8	-62	-2	4	-1	-2	-3
12	CCc1ccc(NC(=O)CN(CC(=O)Nc2ccc(CC)cc2)CC(C)O)cc1 (stereo not drawn)	-4	-19	16	-9	-3	0	-4	9
13	CCN(CC)CCNc1nc2ccccc2n1C	-3	-9	-7	13	12	-1	6	2
14	COC(=O)C(O)(CC(=O)Nc1ccc(OC(F)(F)F)cc1)C(F)(F)F (stereo not drawn)	1	-8	-6	-11	16	1	-4	-3
15	CCn1c(=O)cc(SCC(=O)Nc2ccc(Cl)cc2)c2ccccc21	5	-19	16	-14	-6	-6	12	-58
16	O=C(NNC(=O)c1cccc2ccccc12)c1ccc(F)cc1	-7	5	·	4	·	·	-3	-22
17	CC(=O)c1cccc(OC(=O)Oc2cccc(C(C)=O)c2)c1	-11	5	·	8	·	·	7	-12
18	Cc1oc(-c2cccc(Cl)c2)nc1CS(=O)(=O)CC(=O)NCc1ccco1	5	-7	0	10	-4	-3	0	7
19	O=C(OCC(=O)N(CCc1ccccc1)Cc1ccccc1)c1ccc(F)c(S(=O)(=O)N2CCOCC2)c1	16	-2	·	11	·	·	4	0
20	CC(=O)N1C2CCCCC2S[C@H]2CCCCC21 (stereo partly drawn)	-14	-13	3	5	1	1	-4	-1

# Following part:
cpd	Structure	EBI2 block	ATG4B inhibitor	UBC13 inh	CCR6 antagonist	APJ antag	APJ ag	CXCR6 block	Gli-Sufu block
21	c1cc2c(nn1)CCc1nonc1-2	4	2	-2	0	1	-1	-6	-3
22	CCN(CC)C1=N/C(=C\c2ccco2)C(=O)N1c1ccccc1	-3	2	-14	10	-16	1	4	8
23	CC1(C)C(=O)Nc2ccccc2N1C(=O)COc1cccnc1[N+](=O)[O-]	1	1	6	-7	3	-3	0	7
24	COc1ccc(/C(N)=N/OC(=O)CCCc2ccccc2)cc1OC	5	-5	-5	-10	-13	1	-4	-2
25	COC(=O)c1cc(NC(=O)c2cccc(C(F)(F)F)c2)c(=O)oc1C/C=N/OCc1cccc(Cl)c1Cl	3	2	-25	28	9	4	3	-4
26	COc1cc(C(=O)OC2CC3CCC2(C)C3(C)C)ccc1OC(C)=O (stereo not drawn)	13	-6	-1	13	-48	-4	0	-18
27	Cc1nc(SCC(=O)OCc2ccccc2)c(C#N)c(-c2ccccc2)c1C(=O)Nc1ccccc1	4	-14	25	2	8	1	3	0
28	O=C(Nc1nsc(-c2ccccc2)n1)c1ccc(F)cc1	4	-1	-6	13	14	-3	-2	-44
29	Cc1sc2nc(SCC(=O)N(C)Cc3ccccc3)n(-c3ccccc3)c(=O)c2c1C	7	3	-10	5	11	0	9	7
30	CC(O)c1nc2ccccc2n1CC(=O)N1CCN(c2ccccc2)CC1 (stereo not drawn)	9	4	0	8	3	1	3	-6
31	CCOCCCNC(=O)C1CCCCN1S(=O)(=O)c1ccc(F)cc1 (stereo not drawn)	-9	1	-1	5	-1	-3	-5	4
32	COc1cccc(CC(=O)N[C@@H](CCSC)c2nc3ccccc3[nH]2)c1	-7	2	-4	3	-3	-6	10	-3
33	CC(C)C[C@H]1CN=C(Nc2ccccc2)N1CC1CCC1	15	-8	0	5	14	1	6	16
34	CCOC(=O)c1[nH]c(CN2CCN(c3ccc(OC)cc3)CC2)c(C(=O)OCC)c1C	2	-20	0	8	-25	1	-15	25
35	OC(COc1ccccc1Br)CN1CCNCC1 (stereo not drawn)	-10	3	-9	14	10	2	-9	10

# 3 compounds already listed, arranged by their value in UBC13 inh, highest first.
No. | Structure | EBI2 block | ATG4B inhibitor | UBC13 inh | CCR6 antagonist | APJ antag | CXCR6 block
27 | Cc1nc(SCC(=O)OCc2ccccc2)c(C#N)c(-c2ccccc2)c1C(=O)Nc1ccccc1 | 4 | -14 | 25 | 2 | 8 | 3
31 | CCOCCCNC(=O)C1CCCCN1S(=O)(=O)c1ccc(F)cc1 (stereo not drawn) | -9 | 1 | -1 | 5 | -1 | -5
28 | O=C(Nc1nsc(-c2ccccc2)n1)c1ccc(F)cc1 | 4 | -1 | -6 | 13 | 14 | -2

# Some of the entries above in a different format:
30. CC(O)c1nc2ccccc2n1CC(=O)N1CCN(c2ccccc2)CC1 (stereo not drawn)
  EBI2 block: 9
  ATG4B inhibitor: 4
  UBC13 inh: 0
  CCR6 antagonist: 8
  APJ antag: 3
  APJ ag: 1
  CXCR6 block: 3
  Gli-Sufu block: -6

25. COC(=O)c1cc(NC(=O)c2cccc(C(F)(F)F)c2)c(=O)oc1C/C=N/OCc1cccc(Cl)c1Cl
  EBI2 block: 3
  ATG4B inhibitor: 2
  UBC13 inh: -25
  CCR6 antagonist: 28
  APJ antag: 9
  APJ ag: 4
  CXCR6 block: 3
  Gli-Sufu block: -4

35. OC(COc1ccccc1Br)CN1CCNCC1 (stereo not drawn)
  EBI2 block: -10
  ATG4B inhibitor: 3
  UBC13 inh: -9
  CCR6 antagonist: 14
  APJ antag: 10
  APJ ag: 2
  CXCR6 block: -9
  Gli-Sufu block: 10

22. CCN(CC)C1=N/C(=C\c2ccco2)C(=O)N1c1ccccc1
  EBI2 block: -3
  ATG4B inhibitor: 2
  UBC13 inh: -14
  CCR6 antagonist: 10
  APJ antag: -16
  APJ ag: 1
  CXCR6 block: 4
  Gli-Sufu block: 8

# Source: PubChem BioAssay
